Screening data deposited in PubChem BioAssay by National Center for Advancing Translational Sciences (NCATS).
EPAC1 antag – qHTS for Antagonist of cAMP-regulated guanine nucleotide exchange factor 3 (EPAC1): primary screen; Rap guanine nucleotide exchange factor 3 (Homo sapiens), O95398; EPAC1 GEF assay, Rap1b-BODIPY-GDP exchange fluorescence; Potency, µM (highest dose often 115 µM), inactives show at the highest dose activity change, negative = inhibition, usual class: inhibitors; 360,000 tested, 0.14% active; AID 720709, 2013;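 note: potency is the fitted concentration of half-maximal effect; plate controls were vehicle for no effect and positive control for full effect; nearly all actives have a fitted effect of over 50% in size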
EPAC1 agonist – qHTS for Agonist of cAMP-regulated guanine nucleotide exchange factor 3 (EPAC1): primary screen; 360,000 tested, 0.073% active; EPAC1 agonist qHTS, biochemical assay; response scale: 100% = response to 6.5 mM cAMP; Potency, µM (doses to about 154 µM), for inactives: at the highest dose activation, hits mostly activators; AID 720707, 2013; note: potency is the fitted concentration of half-maximal effect; nearly all actives have a fitted effect of over 60% in size
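Multi-concentration qHTS readout: loss of Rap1B-bound BODIPY-GDP fluorescence driven by 100 nM EPAC1 with excess GDP (50 uM), monitored kinetically at room temperature; agonist response expressed relative to 6.5 mM cAMP.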
EPAC2 antagonist – qHTS for Antagonist of cAMP-regulated guanine nucleotide exchange factor 2 (EPAC2): primary screen; 360,000 tested, 0.18% active; Rap guanine nucleotide exchange factor 4 (Homo sapiens), Q8WZA2; EPAC2 GEF exchange of Rap1B-BODIPY-GDP, fluorescence; Potency, µM (highest dose often 114 µM), for the others: at the highest dose activity, negative = inhibition, usual class: inhibitors; note: potency is the fitted concentration of half-maximal effect; % is set by controls: 0 for no effect and ±100 for the full control effect; nearly all actives have a fitted effect of over 45% in size; many of its hits are not listed in these tables
WRN inhibitor – qHTS for Inhibitors of WRN Helicase. Potency, µM (titrated, usually from 114 µM), for the others: at the top dose activity change, negative = inhibition, usual class: inhibitors. WRN helicase unwinding, fluorescent forked duplex, kinetic. 360,000 tested, 0.46% active. AID 651768, 2012. Bifunctional 3'-5' exonuclease/ATP-dependent helicase WRN (Homo sapiens), Q14191; note: potency is the fitted concentration of half-maximal effect; % is set by controls: 0 for no effect and ±100 for the full control effect; nearly all actives have a fitted effect of over 55% in size
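Kinetic fluorescence helicase assay: unwinding of a quenched forked DNA duplex (100 nM final) with 2 mM ATP final raises red fluorescence (525/598 nm). Compounds sat 15 min at room temperature with 20 nM WRN beforehand.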
PI5P4K alpha inh – qHTS for Inhibitors of phosphatidylinositol 5-phosphate 4-kinase (PI5P4K). PI5P4Kalpha enzyme, ADP-Glo luminescence, 60 min; hits give low values. AID 652105, 2013. max response, %. 330,000 tested, 1.2% active. Phosphatidylinositol 5-phosphate 4-kinase type-2 alpha (Homo sapiens), P48426; active = max response of -50% or lower; inconclusive = between -30% and -50%; inactive = -30% or higher; note: value at the top dose of about 77 µM; % is set by controls: 0 for no effect and ±100 for the full control effect
Target sequence (P48426 whole entry, looked up): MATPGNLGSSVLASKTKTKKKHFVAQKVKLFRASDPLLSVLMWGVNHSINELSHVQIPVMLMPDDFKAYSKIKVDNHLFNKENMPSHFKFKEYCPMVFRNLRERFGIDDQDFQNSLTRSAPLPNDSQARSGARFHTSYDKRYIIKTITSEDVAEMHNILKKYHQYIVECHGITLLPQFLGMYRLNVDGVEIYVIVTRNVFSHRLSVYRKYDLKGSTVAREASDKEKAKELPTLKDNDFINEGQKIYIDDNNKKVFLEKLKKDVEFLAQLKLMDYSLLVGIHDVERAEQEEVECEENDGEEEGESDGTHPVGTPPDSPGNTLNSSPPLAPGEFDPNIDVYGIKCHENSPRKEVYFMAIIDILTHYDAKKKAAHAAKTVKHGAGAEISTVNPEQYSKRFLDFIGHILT
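Quantitative HTS of the MLSMR library against PI5P4Kalpha with substrate. ATP added last at 5 microM final; room temperature, 60 minutes. Remaining ATP depleted, ADP converted and read as luminescence.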
CCT modulator – High-Throughput Screening for Modulators of Cytosolic Chaperonin Activity; purified chaperonin ATPase assay, HTRF ADP detection, 30 min; activity change, % (concentration not given with the values), hits read low; 360,000 tested, 0.3% active; AID 651819, 2012; in the data active = activity change below about -30%; note: % is set by controls: 0 for no effect and ±100 for the full control effect
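We incubate TRiC, 40 or 20 nM final, with library compounds at 76 uM and 10 uM ATP for 30 min at 37 °C. ADP formed is detected with Transcreener HTRF reagents after 30 min at room temperature.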
PLK1 PBD inh – qHTS for Inhibitors of PLK1-PDB (polo-like kinase 1 - polo-box domain): Primary Screen; 360,000 tested, 2.8% active; Serine/threonine-protein kinase PLK1 (Homo sapiens), P53350; Plk1 PBD binding of FITC phosphopeptide, fluorescence polarization; Potency, µM, for inactives: max response, negative = inhibition, actives largely listed as inhibitors; AID 720504, 2013; note: potency is the fitted concentration of half-maximal effect; series mostly up to about 57 µM; % is set by controls: 0 for no effect and ±100 for the full control effect; nearly all actives have a fitted effect of over 65% in size
Target sequence (P53350 whole entry, looked up, the tested form may be a part): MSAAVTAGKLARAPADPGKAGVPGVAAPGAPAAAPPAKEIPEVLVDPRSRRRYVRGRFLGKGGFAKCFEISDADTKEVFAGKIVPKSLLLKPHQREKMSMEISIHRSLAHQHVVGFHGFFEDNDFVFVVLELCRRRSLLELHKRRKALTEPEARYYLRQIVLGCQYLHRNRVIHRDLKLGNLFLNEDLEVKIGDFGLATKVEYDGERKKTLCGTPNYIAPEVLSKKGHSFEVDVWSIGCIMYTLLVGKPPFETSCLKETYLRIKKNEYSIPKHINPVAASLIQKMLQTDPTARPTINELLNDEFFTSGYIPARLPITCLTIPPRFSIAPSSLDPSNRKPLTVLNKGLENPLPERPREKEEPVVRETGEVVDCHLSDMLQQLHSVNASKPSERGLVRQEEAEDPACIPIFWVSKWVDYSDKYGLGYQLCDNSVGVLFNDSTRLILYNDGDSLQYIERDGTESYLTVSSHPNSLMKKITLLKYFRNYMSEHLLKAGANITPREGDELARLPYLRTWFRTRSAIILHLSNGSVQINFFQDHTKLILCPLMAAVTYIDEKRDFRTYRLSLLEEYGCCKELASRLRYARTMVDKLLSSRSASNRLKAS
Mm-Cpn inhibitor – Inhibitors of TCP-1 ring complex (TRiC) of Methanococcus maripaludis (MmCpn): qHTS. Chaperonin Mm-Cpn (Methanococcus maripaludis). purified Mm-Cpn ATPase, ADP Transcreener TR-FRET. Potency, µM (titrated, usually from 76.9 µM), for inactives: top-dose activity, negative = inhibition, most hits filed as inhibitors. 330,000 tested, 0.031% active. AID 504842, 2011; note: potency is the fitted concentration of half-maximal effect; % is set by controls: 0 for no effect and ±100 for the full control effect; nearly all actives have a fitted effect of over 80% in size
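TR-FRET (320 nm excitation; 590 and 665 nm emission) reports ADP made from 10 uM ATP by 25 nM enzyme; compounds were preincubated 10 min, reaction run 30 min, both at 37°C.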
Numbers without * were called inactive; ? = inconclusive; · = no result given; [ ] = dose if it differs, or a comment. Unless noted, calls come from the whole dose curve; as a rule, active = well fitted curve in the direction sought with a large enough effect; inconclusive = small, poorly fitted or top-dose-only effect, or another doubt; inactive = no such curve, though single readings can be large; an effect the other way counts as inactive or inconclusive.

1	CCN(CC)S(=O)(=O)c1cccc(C(=O)Nc2cccc(C)c2)c1
2	COc1cc(/C=C2/C(=N)N3C=CSC3=NC2=O)ccc1OCCCOc1cc(C)ccc1C
3	CCc1nc(N2CCN(C(C)=O)CC2)c2c3c(sc2n1)CCCC3
4	CN(C)S(=O)(=O)N1CCC(Oc2ccc(C(=O)N3C[C@H]4CC[C@H]3C4)cc2)CC1
5	Cc1ccc(NC(=O)Cc2nc(CCl)cs2)cc1
6	O=C(NCCc1ccccc1)C1CC(=O)N(C2CCCC2)C1 (stereo not given)
Assay by compound,1,2,3,4,5,6
EPAC1 antag,-9%,-17%,-4%,11%,15%,-6%
EPAC1 agonist,8%,6%,-2%,-1%,-3%,3%
EPAC2 antagonist,-1%,1%,-12%,2%,7%,-3%
WRN inhibitor,-3%,-20%,4%,-14%,-32%,2%
PI5P4K alpha inh,1,0,0,4,-15,3
CCT modulator,-0.4,0.1,-2.3,0.5,-0.4,-2.7
PLK1 PBD inh,-10%,2%,-14%,0%,-10%,2%
Mm-Cpn inhibitor,1%,-5%,-3%,0%,1%,1%

7	Cn1c(SCC(=O)NCc2ccc3c(c2)OCO3)nnc1C1COc2ccccc2O1 (stereo not given)
8	S=c1[nH]nc(CNc2cccc(Cl)c2)o1
9	O=C(O)c1cc(N/N=C/C=C/c2ccccc2)ccc1Cl
10	Cc1cc(NC(=O)CSc2n[nH]c(=O)[nH]c2=O)ccc1Br
11	CCC(C)NC(=O)CSc1nc2ccsc2c(=O)n1NC(=O)c1ccccc1 (stereo not given)
12	Cc1[nH]n(C(N)=S)c(=O)c1N=Nc1ccc([N+](=O)[O-])cc1Cl
Assay by compound,7,8,9,10,11,12
EPAC1 antag,1%,7%,?,-18%,14%,6%
EPAC1 agonist,5%,10%,1%,-1%,2%,-6%
EPAC2 antagonist,-5%,2%,-15%,2%,18%,?
WRN inhibitor,11%,5%,-13%,-4%,-25%,-18%
PI5P4K alpha inh,4,-10,-16,1,·,-24
CCT modulator,-3.1,0.7,-2.8,-1.5,1.0,2.1
PLK1 PBD inh,?,?,-28%,-12%,-4%,-21%
Mm-Cpn inhibitor,0%,-2%,-4%,2%,0%,-1%

13	CSCCC(NS(=O)(=O)c1ccc2c(c1)OCCO2)C(=O)N(C)Cc1ccc(F)cc1 (stereo not given)
14	Cc1ccc(S(=O)(=O)NCC2CCCO2)cc1 (stereo not given)
15	O=C(N/N=C/c1ccccn1)c1cc(Br)ccc1O
16	CNC(=O)c1ccc(S(=O)(=O)c2ccc(Cl)cc2)c(NC(C)=O)c1
17	O=C(Nc1sccc1C(=O)NCc1ccco1)c1cccnc1
18	COc1ccc(CN(C)C(=O)c2cc(-c3ccccc3)nc3ccc(C)cc23)c(OC)c1
Assay by compound,13,14,15,16,17,18
EPAC1 antag,-13%,2%,-5%,10%,8%,-11%
EPAC1 agonist,?,-6%,-4%,4%,13%,4%
EPAC2 antagonist,-1%,14%,1%,15%,-2%,-30%
WRN inhibitor,0%,2%,-5%,9%,?,2%
PI5P4K alpha inh,-5,5,-1,1,·,3
CCT modulator,-0.5,1.8,-2.3,-4.2,1.1,0.6
PLK1 PBD inh,-1%,6%,-4%,6%,11%,-7%
Mm-Cpn inhibitor,0%,2%,0%,3%,-1%,·

19	COc1cc(NC(=S)NCc2cccnc2)cc(OC)c1
20	Cc1cccc(NCC(=O)N/N=C/c2ccc(Br)cc2)c1
21	CC1CC(=S)Nc2ccccc2N1C(=O)Nc1ccccc1 (stereo not given)
22	COc1ccc(S(=O)(=O)N(C)c2ccc(C(=O)N3CCN(C)CC3)cc2)cc1
23	O=C1C[C@@H]2C(=O)N(c3ccccc3)C(=O)[C@@H]2[C@@H]2CN(S(=O)(=O)c3ccccc3)[C@@H](c3ccccc3)[C@H]12
24	COc1ccc(S(=O)(=O)NCCN2CCOCC2)cc1[N+](=O)[O-]
Assay by compound,19,20,21,22,23,24
EPAC1 antag,5%,-21%,-35%,-10%,20%,2%
EPAC1 agonist,7%,4%,2%,-16%,-1%,11%
EPAC2 antagonist,0%,-14%,-1%,2%,6%,-4%
WRN inhibitor,0%,12%,-8%,6%,-10%,-8%
PI5P4K alpha inh,0,10,3,2,-9,2
CCT modulator,-3.0,-5.3,1.1,-0.6,0.1,-0.8
PLK1 PBD inh,-8%,-10%,-1%,-10%,-1%,-16%
Mm-Cpn inhibitor,0%,1%,-2%,?,·,0%

25	COc1cc(NC(=O)c2cccs2)c(C(=O)OCC(=O)NC(=O)NCc2ccccc2)cc1OC
26	COc1ccc(Cn2c(-c3ccccc3)nc3c(c(=O)c4ccccc4n3C)c2=O)cc1
27	O=C(Cn1cc([N+](=O)[O-])cn1)N1CCN(Cc2ccc3c(c2)OCO3)CC1
28	COc1ccccc1NC(=O)CSc1nccc(-c2ccco2)n1
29	CC1C=CC(C)C(C(=O)O)C1C(=O)O (stereo not given)
30	COC(=O)c1ccc(COC(=O)C(CCS(C)(=O)=O)N2C(=O)c3ccccc3C2=O)cc1 (stereo not given)
Assay by compound,25,26,27,28,29,30
EPAC1 antag,-13%,9%,13%,-12%,-26%,1%
EPAC1 agonist,3%,-2%,2%,8%,10%,0%
EPAC2 antagonist,1%,-1%,2%,-15%,?,4%
WRN inhibitor,-17%,?,-7%,-5%,?,-8%
PI5P4K alpha inh,0,-8,6,-14,-1,5
CCT modulator,1.2,-2.0,-0.7,-2.9,-2.7,-2.4
PLK1 PBD inh,-1%,-2%,-2%,-3%,?,-2%
Mm-Cpn inhibitor,-4%,0%,1%,2%,?,-2%

31	CCCCNC(=O)c1nn2cc(Br)cnc2c1Br
32	CCOC(=O)C1(C)CCN1C(=O)c1ccc2c(c1)CCO2 (stereo not given)
33	CC(C)c1cc(NC(=O)C(C)(C)C)cc(C(C)C)c1O
34	Cc1ccc(N(CC(=O)NC2CCCCC2)C(=O)CNC(=O)c2cccs2)cc1
35	N#C/C(=C\c1ccccc1)c1n[nH]c(Cn2cncn2)n1
36	Cc1ccc(NCc2nnc(SCC(=O)OC3CCCCC3)o2)c(C)c1
Assay by compound,31,32,33,34,35,36
EPAC1 antag,0%,-2%,7%,6%,6%,-2%
EPAC1 agonist,6%,-3%,2%,-5%,-8%,24%
EPAC2 antagonist,-29%,-5%,-4%,-4%,11%,-13%
WRN inhibitor,-11%[57.1 µM],0%,3%,3%,-10%,-3%
PI5P4K alpha inh,-8,-4,-3,-3,5,·
CCT modulator,0.0,0.1,-1.9,-3.6,-0.8,-1.8
PLK1 PBD inh,-19%,3%,-23%,-3%,2%,-9%
Mm-Cpn inhibitor,-4%,·,1%,-1%,1%,2%

37	CN(C)C(=O)c1cc2c(c(-c3cccc(-c4ccccc4F)c3)n1)[C@@H](CCO)N(S(C)(=O)=O)C2
38	CCOc1ccc(NCc2cc3cc(OC)ccc3[nH]c2=O)cc1
39	CN(C(=O)COC(=O)c1ccc(C(C)(C)C)cc1)C1CCS(=O)(=O)C1 (stereo not given)
40	CN(CC(=O)Nc1ccc(N2CCOCC2)cc1)C(=O)CCNC(=O)c1ccc(Br)cc1
41	Cc1c(C(=O)Nc2ccccc2F)sc2nc3n(c(=O)c12)CCC3
42	CCOc1ccc(-n2c(-c3ccccc3)c[n+]3c2CCC3)cc1
Assay by compound,37,38,39,40,41,42
EPAC1 antag,-8%,3%,11%,-7%,6%,-5%
EPAC1 agonist,-9%,-1%,10%,-55%[inhibitor],-2%,9%
EPAC2 antagonist,6%,-3%,1%,-2%,-12%,-5%
WRN inhibitor,0%,-5%,1%,-20%,8%,-1%
PI5P4K alpha inh,-5,-4,1,4,6,1
CCT modulator,-0.4,-0.8,-0.9,2.2,2.3,-1.1
PLK1 PBD inh,-3%,5%,-4%,-12%,1%,3%
Mm-Cpn inhibitor,·,1%,1%,1%,0%,0%

43	CC(C)C(NC(=O)c1c(F)cccc1F)C(=O)NCc1ccc(S(=O)(=O)N2CCOCC2)cc1 (stereo not given)
44	O=C(Nc1ccccc1)c1ccc(S(=O)(=O)NCc2ccco2)cc1
45	Cc1cc(C)c(C)c(S(=O)(=O)N2CCN(CC(=O)NC(=O)NCc3ccccc3)CC2)c1C
46	Cc1ccc2nc(Nc3ccc(F)cc3)c3nncn3c2c1
47	O=C(COC(=O)C1CC(O)CN1S(=O)(=O)c1ccccc1[N+](=O)[O-])c1ccc[nH]1 (stereo not given)
48	CC1(C)CC(=O)c2cc3c(N)c(C(=O)NCc4ccccc4)sc3nc2C1
49	CCSc1nc(-c2cccnc2)ccc1C#N
Assay by compound,43,44,45,46,47,48,49
EPAC1 antag,4%,-4%,-16%,7%,-6%,-7%,-13%
EPAC1 agonist,10%,-1%,2%,-3%,7%,0%,-11%
EPAC2 antagonist,0%,6%,-5%,0%,4%,4%,-28%
WRN inhibitor,0%,-26%,-14%,-3%[57.1 µM],-5%,0%,5%
PI5P4K alpha inh,-5,-1,21,0,?,3,0
CCT modulator,0.0,0.2,-0.6,1.0,0.8,-1.7,0.2
PLK1 PBD inh,3%,-9%,-4%,-6%,-10%,?,-4%
Mm-Cpn inhibitor,-3%,2%,0%,0%,0%,-1%,1%

Some of the compounds tested, so the mix of outcomes need not match the whole.
